IDH1 R132H inh = blocks human mutant IDH1 R132H enzyme. actives 0.093% (n = 390,000). IDH1-R132H enzyme, NADPH consumption, diaphorase/resazurin fluorescence. Potency, µM (titrated, usually from 76.6 µM), for the others: at the top dose activity change, negative = inhibition, actives largely listed as inhibitors. O75874; further: potency means the concentration at half of the fitted maximal effect; nearly all actives have a fitted effect of over 65% in size
Target sequence (O75874 whole entry R132H, stated change not applied): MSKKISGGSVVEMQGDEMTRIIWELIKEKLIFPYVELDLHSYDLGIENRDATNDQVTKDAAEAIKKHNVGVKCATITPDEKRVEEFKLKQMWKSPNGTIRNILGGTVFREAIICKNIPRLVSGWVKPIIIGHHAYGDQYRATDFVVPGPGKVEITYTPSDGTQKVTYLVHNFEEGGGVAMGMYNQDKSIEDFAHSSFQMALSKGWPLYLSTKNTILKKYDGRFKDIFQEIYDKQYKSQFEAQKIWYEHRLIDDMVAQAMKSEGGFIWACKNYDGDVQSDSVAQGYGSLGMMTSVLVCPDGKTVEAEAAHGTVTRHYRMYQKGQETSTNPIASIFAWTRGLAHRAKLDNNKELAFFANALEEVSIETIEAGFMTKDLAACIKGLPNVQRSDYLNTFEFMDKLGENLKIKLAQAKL
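IDH1-R132H (0.5 ug/mL dispensed) in pH 7.5 Tris buffer was preincubated 30 min with compound, then given a substrate mix of 0.016 mM NADPH and 2 mM alpha-KG for 80 min at room temperature; remaining NADPH was read by diaphorase/resazurin fluorescence.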
PI4K2A block = PI4K2A (human) kinase inhibition. Q9BTU6. purified PI4K2A, ADP-Glo luminescence, 1 h; active compounds read low. activity change, negative = inhibition, % at 76.9 µM. actives 0.13% (n = 420,000); in the data active means activity change below about -50%; inconclusive means mostly about -30% to -49%;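 further: -100% = wells without enzyme as full effect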
Target sequence (Q9BTU6 whole entry, looked up): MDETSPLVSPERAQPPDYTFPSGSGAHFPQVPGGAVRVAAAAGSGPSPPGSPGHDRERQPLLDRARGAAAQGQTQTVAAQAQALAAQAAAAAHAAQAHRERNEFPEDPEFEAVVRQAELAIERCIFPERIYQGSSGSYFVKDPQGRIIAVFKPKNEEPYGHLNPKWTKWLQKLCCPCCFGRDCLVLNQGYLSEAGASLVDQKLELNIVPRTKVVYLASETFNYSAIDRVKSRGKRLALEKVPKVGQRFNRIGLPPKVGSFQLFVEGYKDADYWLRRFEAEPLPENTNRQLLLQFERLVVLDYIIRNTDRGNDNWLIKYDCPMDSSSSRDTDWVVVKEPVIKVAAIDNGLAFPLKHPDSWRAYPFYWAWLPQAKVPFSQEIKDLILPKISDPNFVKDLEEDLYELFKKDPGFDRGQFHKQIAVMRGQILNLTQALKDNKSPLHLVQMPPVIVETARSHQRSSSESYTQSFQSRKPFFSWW
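PI4K2A activity was measured by ADP-Glo luminescence: enzyme (4 ug/mL stock) and phosphatidylinositol (1.2 mM stock) in Tris pH 7.5/MgCl2/EGTA/Triton X-100 buffer were reacted with ATP (300 microM stock) for one hour at ambient temperature.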
USP1 inh = inhibitors of human USP1/UAF1 deubiquitinase | recombinant USP1/UAF1, Ub-Rhodamine cleavage fluorescence | Potency, µM (highest dose often 57.1 µM), inactives show at the highest dose activity change, negative = inhibition, usual class: inhibitors | O94782 | actives 0.23% (n = 390,000); further: potency means the concentration at half of the fitted maximal effect; nearly all actives have a fitted effect of over 60% in size; inactives centre near -12
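1 nM enzyme complex + cpd, 15 min RT; start with Ub-Rho 150nM final; kinetic fluorescence ex 480/em 540, 6 reads q60 s. Buffer 50mM HEPES pH 7.8, 0.5mM EDTA, 0.1 mg/ml BSA, 1mM TCEP, 0.01% Tween-20.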
An asterisk follows results filed as active; u = inconclusive. Unless noted, the call rests on the fitted dose curve; in most records, active means well fitted inhibition curve with a large enough effect; inconclusive means small, poorly fitted or top-dose-only effect; inactive means no such curve, though single readings can be large or run the other way. Unless noted, on the % scale 0 is the no-effect control and ±100 the full control effect. These rows are one share of the data. The share of hits here may be higher or lower than overall.

SMILES	IDH1 R132H inh	PI4K2A block	USP1 inh
CCOC(=O)CCCCCC(=O)Nc1ccc2c(c1)C(=O)N([C@@H](C)CO)C[C@H](C)[C@H](CN(C)C(=O)NC(C)C)OCCCC[C@H](C)O2	4.1%	-4.6	-2.3%
O=C(OCc1ccccc1)N1CCC2CC1c1cc(N3CCNCC3)ccc12 (stereo unspecified)	-13.8%	4.0	-15.1%
CCN(CC)S(=O)(=O)c1ccc(N2CCOCC2)c(NC(=O)c2cc3ccccc3o2)c1	-1.8%	3.3	u
COc1ccc(-c2ccc(CN3C(C(C)C)C(=O)N(Cc4cn(CCC5OCCCO5)nn4)CCS3(=O)=O)cc2)cn1 (stereo unspecified)	15.3%	-0.1	-20.6%
CN(C)S(=O)(=O)c1cccc(NC(=O)CNc2cccc(S(=O)(=O)N3CCCCC3)c2)c1	-4.6%	-4.0	-12.1%
COc1cccc(/C=C/C(=O)OCC(=O)c2ccc(Br)cc2)c1	2.0%	1.6	-9.2%
Cn1c(=O)c2cccnc2c(=O)n1C	4.2%	-7.1	-4.5%
C[C@@H]1CN([C@H](C)CO)C(=O)c2cc(Br)cnc2O[C@@H]1CN(C)C(=O)Cc1ccccc1	-3.9%	-2.8	u
C[C@@H]1CN([C@@H](C)CO)S(=O)(=O)c2ccc(-c3ccc(C(=O)N(C)C)cc3)cc2O[C@@H]1CN(C)Cc1ccccc1C(=O)O	9.1%	-4.7	-24.2%
CCCc1c(C(=O)N/N=C(\C)c2cc(C)sc2C)nnn1-c1nonc1N	-1.5%	4.6	-2.4%
CCN1CCN(C(=O)c2cc(COc3ccc(F)c(F)c3)on2)[C@@H](C)C1=O	4.0%	-1.6	-28.4%
O=C(COC(=O)CCNS(=O)(=O)c1ccc(Cl)cc1)NCc1ccccc1	3.9%	0.3	-20.5%
CCC/C=C/c1ccc(CN2C(C)C(=O)N(Cc3cn(CCC4OCCO4)nn3)CCS2(=O)=O)cc1 (stereo unspecified)	5.6%	-3.7	-4.2%
CCC(CC)c1nnc(NC(=O)CSCc2c(C)noc2C)s1	-3.6%	4.0	4.6%
O=C(COc1ccc(S(=O)(=O)N2CCOCC2)cc1Cl)NCc1ccc2c(c1)OCO2	-8.2%	-5.9	2.2%
CC1=C(C(=O)N2CCOCC2)CC(CC(=O)NCC2CCCCC2)C(=O)N1Cc1ccccc1 (stereo unspecified)	11.6%	-2.9	-20.8%
Cc1ccc([C@H]2C[C@H](O)[C@@H](n3cc(COC(=O)c4ccccc4)nn3)CN2CC2CCCCC2)cc1	-6.0%	-3.1	u
CCOc1cc(/C=N/NC(=O)c2ccncc2)cc(Br)c1O	-12.1%	3.8	-7.1%
C[C@H]1CN([C@@H](C)CO)C(=O)CCCn2nncc2CO[C@@H]1CN(C)C(=O)c1ccc(N2CCN(C)CC2)cc1	-3.3%	0.9	-16.4%
C[C@H](CO)N1C[C@H](C)[C@H](CN(C)C(=O)c2ccccn2)Oc2ncc(Br)cc2C1=O	-4.0%	1.7	-21.4%

An excerpt from further up, for reference:
SMILES	IDH1 R132H inh	PI4K2A block	USP1 inh
CN(C)S(=O)(=O)c1cccc(NC(=O)CNc2cccc(S(=O)(=O)N3CCCCC3)c2)c1	-4.6%	-4.0	-12.1%
COc1cccc(/C=C/C(=O)OCC(=O)c2ccc(Br)cc2)c1	2.0%	1.6	-9.2%
Cn1c(=O)c2cccnc2c(=O)n1C	4.2%	-7.1	-4.5%
C[C@@H]1CN([C@H](C)CO)C(=O)c2cc(Br)cnc2O[C@@H]1CN(C)C(=O)Cc1ccccc1	-3.9%	-2.8	u
C[C@@H]1CN([C@@H](C)CO)S(=O)(=O)c2ccc(-c3ccc(C(=O)N(C)C)cc3)cc2O[C@@H]1CN(C)Cc1ccccc1C(=O)O	9.1%	-4.7	-24.2%
CCCc1c(C(=O)N/N=C(\C)c2cc(C)sc2C)nnn1-c1nonc1N	-1.5%	4.6	-2.4%
CCN1CCN(C(=O)c2cc(COc3ccc(F)c(F)c3)on2)[C@@H](C)C1=O	4.0%	-1.6	-28.4%
O=C(COC(=O)CCNS(=O)(=O)c1ccc(Cl)cc1)NCc1ccccc1	3.9%	0.3	-20.5%
CCC/C=C/c1ccc(CN2C(C)C(=O)N(Cc3cn(CCC4OCCO4)nn3)CCS2(=O)=O)cc1 (stereo unspecified)	5.6%	-3.7	-4.2%
CCC(CC)c1nnc(NC(=O)CSCc2c(C)noc2C)s1	-3.6%	4.0	4.6%
O=C(COc1ccc(S(=O)(=O)N2CCOCC2)cc1Cl)NCc1ccc2c(c1)OCO2	-8.2%	-5.9	2.2%
CC1=C(C(=O)N2CCOCC2)CC(CC(=O)NCC2CCCCC2)C(=O)N1Cc1ccccc1 (stereo unspecified)	11.6%	-2.9	-20.8%
Cc1ccc([C@H]2C[C@H](O)[C@@H](n3cc(COC(=O)c4ccccc4)nn3)CN2CC2CCCCC2)cc1	-6.0%	-3.1	u
CCOc1cc(/C=N/NC(=O)c2ccncc2)cc(Br)c1O	-12.1%	3.8	-7.1%
C[C@H]1CN([C@@H](C)CO)C(=O)CCCn2nncc2CO[C@@H]1CN(C)C(=O)c1ccc(N2CCN(C)CC2)cc1	-3.3%	0.9	-16.4%
C[C@H](CO)N1C[C@H](C)[C@H](CN(C)C(=O)c2ccccn2)Oc2ncc(Br)cc2C1=O	-4.0%	1.7	-21.4%

The main list resumes, repeating the 3 entries before the break.
SMILES	IDH1 R132H inh	PI4K2A block	USP1 inh
CCOc1cc(/C=N/NC(=O)c2ccncc2)cc(Br)c1O	-12.1%	3.8	-7.1%
C[C@H]1CN([C@@H](C)CO)C(=O)CCCn2nncc2CO[C@@H]1CN(C)C(=O)c1ccc(N2CCN(C)CC2)cc1	-3.3%	0.9	-16.4%
C[C@H](CO)N1C[C@H](C)[C@H](CN(C)C(=O)c2ccccn2)Oc2ncc(Br)cc2C1=O	-4.0%	1.7	-21.4%
O[C@@H]1CN(Cc2cccs2)[C@@H](c2ccccc2)C[C@H]1n1cc(-c2ccc(F)cc2)nn1	14.6%	-1.5	-10.8%
Cc1cccc(NC(=O)CSc2nc3ccccc3c(=O)n2C)c1C	-3.0%	8.7	-22.3%
CC(C)C1C(=O)N(Cc2cn(Cc3ccco3)nn2)CCS(=O)(=O)N1Cc1ccc(-c2ccc(Cl)cc2)cc1 (stereo unspecified)	-5.2%	-9.2	-8.4%
CCOC(=O)N(C)C[C@@H]1OCc2cnnn2CCCC(=O)N([C@@H](C)CO)C[C@@H]1C	-6.5%	-4.7	-25.9%
Cc1n[nH]c2ccc([N+](=O)[O-])cc2c1=O	-6.4%	4.4	-23.2%
C[C@@H]1CN([C@H](C)CO)C(=O)CCCn2nncc2CO[C@H]1CN(C)C(=O)CCC(F)(F)F	1.5%	3.0	-25.5%
Cn1ncc([N+](=O)[O-])c1C(=O)Nc1cc(Cl)ccc1Cl	5.2%	1.8	-22.9%
O=[N+]([O-])c1ccc(CN2CC(N3CCN(CCO)CC3)CS2(=O)=O)cc1 (stereo unspecified)	15.5%	-5.2	-17.7%
CCCCCCn1c(=O)n2n(c1=O)[C@@H]1CN(S(=O)(=O)c3ccc(C)cc3)C[C@]1(O)[C@@H](OC(=O)NC1CCCC1)C2	5.3%	-6.1	u
CCc1noc(C)c1C(=O)OCC(=O)c1ccc(NC(=O)CC(C)C)cc1	-0.2%	-1.8	-0.5%
COc1ccccc1-c1n[nH]nc1C1=CC(=O)CC(C)(C)C1	16.4%	-1.0	u
COc1ccc(CN(C)C[C@@H]2OCCCC[C@@H](C)Oc3ccc(N(C)C)cc3C(=O)N([C@H](C)CO)C[C@@H]2C)cc1	15.6%	4.5	-13.7%
C[C@H](O)[C@@H]1C(=O)N2CCc3c([nH]c4ccccc34)[C@@H]2C[C@@H]1N(C)C(=O)NC1CCCCC1	-0.1%	1.0	-1.1%
COc1ccc([C@H]2CN(Cc3ccccc3)C(=O)[C@@H]2CC(=O)Nc2ccccc2)cc1	-2.7%	-2.4	u
O=C(c1ccccc1)c1ccc(N2CCN(C(=O)c3ccc(F)cc3F)CC2)c(F)c1	3.8%	-1.6	-15.2%
O=C(CN1CCOCC1)N1c2ccccc2Sc2ccc(Cl)cc21	4.6%	-1.1	-19.2%
CCOc1ccccc1NC(=O)C1C(c2ccccc2)C1(Cl)Cl (stereo unspecified)	6.2%	8.7	-26.4%
C[C@@H]1CN([C@@H](C)CO)C(=O)c2cc(Br)cnc2O[C@H]1CN(C)C(=O)c1cccc(F)c1	-3.9%	0.6	-23.4%
CC(=O)Nc1ccccc1NC(=O)c1ccc2c(c1)OCO2	-6.2%	-0.5	1.3%
C[C@@H]1CN([C@H](C)CO)C(=O)CCCn2nncc2CO[C@H]1CN(C)C(=O)Nc1ccc2c(c1)OCO2	-1.0%	-0.5	-15.6%
COc1cccc(CN(C)C[C@@H]2OCc3cnnn3CCCC(=O)N([C@H](C)CO)C[C@H]2C)c1	2.0%	0.3	-20.2%
COc1ccc(C#Cc2ccc3c(c2)O[C@@H](CN(C)C(=O)Nc2cccc(OC)c2)[C@H](C)CN([C@@H](C)CO)S3(=O)=O)cc1	-10.9%	-5.2	-16.3%
N#CN=CN1CC=C(c2ccc(Cl)cc2)CC1	-17.2%	2.5	u
Cc1cccc(C)c1NC(=O)C(C)NCc1cccs1 (stereo unspecified)	7.1%	3.4	-20.5%
Cc1ccc(S(=O)(=O)N(C)CC(=O)N(C)CCOc2ccccc2)cc1	0.0%	2.3	-19.2%
O=C(NNC(=O)C1CCC1)c1ccc(F)cc1	8.6%	-3.9	-17.5%
O[C@H]1CN(CC2CCCCC2)[C@@H](c2ccc(Cl)cc2)C[C@@H]1n1cc(C2CC2)nn1	0.4%	-2.4	u
Cc1cn([C@H]2C[C@H](O)[C@@H](CNCc3cc(Br)ccc3OCc3ccccc3)O2)c(=O)[nH]c1=O	1.4%	-1.2	-2.5%
O=C(COC(=O)c1ccc(Cl)c(S(=O)(=O)N2CCCCC2)c1)NC1CCCCC1	9.4%	9.3	-26.4%
Cc1ccccc1CNC(=O)C(C)Sc1ccccc1 (stereo unspecified)	10.5%	-4.7	-17.2%
Cc1nc(SCC(=O)NC2CCCC2)c2oc3ccccc3c2n1	3.4%	0.4	-25.6%
Cc1ccc(CN(C)C[C@H]2OCc3cnnn3CCCC(=O)N([C@@H](C)CO)C[C@@H]2C)cc1	15.2%	-2.2	-20.9%
